From PubChem
MEP2 TOR yeast = yeast TOR pathway MEP2-GFP modulation | S. cerevisiae MEP2-GFP strain, flow cytometry GFP, 3 h; 100% = DMSO control level | GFP response vs DMSO, % at 10 µM | hit rate 0.51% among 330,000;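 active = GFP response versus DMSO above a set limit, roughly screen mean plus 3 SD, cut at about 180% in these data; inconclusive = fewer than 70 cells counted for a yeast strain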;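 note: median GFP fluorescence of the barcode-gated MEP2-GFP cells per well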
proCasp7 act = activates human procaspase-7, counter-screen for procaspase-3 activators; P55210; recombinant procaspase-7, Ac-DEVD-pNA absorbance 405 nm; D23A/D198A/D206A triple mutant, cannot self-cleave; scale: DMSO 0, 5 µM enzyme 100; activation, % at 8.5 µM; hit rate 0.093% among 330,000; AID 463210;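 active = percent activation above the screen-wide mean plus 3 SD, cut at about 25% in these data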
Target sequence (P55210 whole entry D23A/D198A/D206A): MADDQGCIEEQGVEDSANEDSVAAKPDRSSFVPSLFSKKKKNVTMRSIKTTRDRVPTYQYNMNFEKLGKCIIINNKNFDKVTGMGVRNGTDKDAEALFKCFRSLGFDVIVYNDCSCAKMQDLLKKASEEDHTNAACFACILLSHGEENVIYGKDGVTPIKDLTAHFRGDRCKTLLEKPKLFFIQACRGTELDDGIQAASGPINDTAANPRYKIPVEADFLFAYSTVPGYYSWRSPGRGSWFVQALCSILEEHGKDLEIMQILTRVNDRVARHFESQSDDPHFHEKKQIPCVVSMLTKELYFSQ
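Assay system – Uncleavable procaspase-7 mutant enzyme · Quantity – 2 µM procaspase-7 mutant as dispensed · Times – 1 h preincubation, 2 h reaction · Dosing – single nominal 8.5 µM compound dose, 0.8% DMSO final · Buffer or medium – Zinc-free 50 mM HEPES buffer, pH 7.4, with NaCl and Triton X-100 · Detection – Epi-absorbance of released pNA at 405 nm, two timepoints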
proCasp3 act = procaspase-3 (human) activation. P42574. recombinant procaspase-3 D3A, Ac-DEVD-pNA absorbance 405 nm. activation, % at 8.5 µM. hit rate 0.11% among 330,000. AID 463141;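 active = activation above the mean of all tested compounds plus 3 SD, cut at about 21% in these data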;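 note: 0% = DMSO alone and 100% = DMSO wells spiked with extra 5 µM PC-3 D3A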
Target sequence (P42574 whole entry D9A/D28A/D175A): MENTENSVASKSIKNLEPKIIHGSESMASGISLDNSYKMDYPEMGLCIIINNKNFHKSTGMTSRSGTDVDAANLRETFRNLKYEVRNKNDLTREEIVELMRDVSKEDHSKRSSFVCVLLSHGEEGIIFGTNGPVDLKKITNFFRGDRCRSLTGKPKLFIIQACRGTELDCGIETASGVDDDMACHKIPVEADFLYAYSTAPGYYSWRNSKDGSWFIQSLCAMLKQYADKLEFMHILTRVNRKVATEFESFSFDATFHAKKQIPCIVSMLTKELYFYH
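Test system: Procaspase-3 D3A mutant, all three cleavage aspartates alanine | Dosing: Single dose, 8.5 µM nominal compound, 0.8% DMSO | Schedule: 1 h preincubation, 2 h reaction | Technique: 405 nm absorbance of p-nitroaniline, reads at 0 and 120 min | Repeats: One well per compound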
JMJD2C inh = blocks human GASC-1 demethylase activity; Q9H3R0; GST-JMJD2C(1-420) H3K9me3 demethylation, DELFIA europium; inhibition, % at 2.35 µM; hit rate 0.069% among 330,000; AID 2099;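 active = more than half of a compound's replicate wells show inhibition beyond 50%, single wells judged on their own value; inconclusive = some, but no more than half, of replicates pass 50% inhibition; inactive = no replicate passes 50% inhibition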;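 note: signal counts dimethyl H3K9 product captured on neutravidin plate; 0% = median of DMSO wells and 100% = 0.3 times that DMSO median; strong numbers were not always called active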
Target sequence (Q9H3R0 1-420 limits assumed): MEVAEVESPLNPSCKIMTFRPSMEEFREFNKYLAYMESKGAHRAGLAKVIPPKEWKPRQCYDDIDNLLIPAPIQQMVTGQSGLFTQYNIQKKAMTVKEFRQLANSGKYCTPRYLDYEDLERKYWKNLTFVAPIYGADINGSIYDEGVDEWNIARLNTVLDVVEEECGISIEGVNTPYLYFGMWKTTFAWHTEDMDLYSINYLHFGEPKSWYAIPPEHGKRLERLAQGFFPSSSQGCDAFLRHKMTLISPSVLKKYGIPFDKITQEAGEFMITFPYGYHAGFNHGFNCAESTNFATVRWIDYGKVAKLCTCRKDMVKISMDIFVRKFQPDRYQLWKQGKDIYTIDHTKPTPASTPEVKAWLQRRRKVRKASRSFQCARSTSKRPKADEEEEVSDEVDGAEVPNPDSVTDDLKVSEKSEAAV
LAP4 TOR yeast = alters LAP4-GFP fluorescence in TOR pathway yeast screen. S. cerevisiae LAP4-GFP multiplex, flow cytometry GFP, 3 h; median GFP as percent of DMSO wells. GFP response vs DMSO, % at 10 µM. hit rate 0.34% among 320,000;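 active = GFP response vs DMSO above a set limit, about the screen mean plus 3 SD, cut at about 150% in these data; inconclusive = under 70 cell events counted for the yeast strain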
RPL19A TOR yeast = alters RPL19A-GFP fluorescence in TOR pathway yeast screen | S. cerevisiae RPL19A-GFP strain, flow cytometry, 3 h; hits give low values | percent response vs DMSO, % at 10 µM | hit rate 0.3% among 330,000 | AID 2025;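 active = percent response vs DMSO below 50%; inconclusive = fewer than 70 events counted for the yeast strain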;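 note: median channel GFP fluorescence of the barcoded RPL19A-GFP strain; ratio of sample median GFP to plate DMSO average so 100% = DMSO; lower means less RPL19A-GFP as with rapamycin TOR inhibition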
AHR activator = activators of human aryl hydrocarbon receptor | P35869 | AHR-responsive luciferase reporter cells, luminescence | activation, % at 5 µM | hit rate 2.5% among 320,000 | AID 2796; in the data active = activation above about 47%;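 note: 0% = vehicle wells and 100% = reference agonist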
Yeast superoxide = yeast age-related superoxide inhibition as caloric restriction mimetic; superoxide response (% of plate mean), % at 10 µM; S. cerevisiae aged cells, superoxide DHE fluorescence; hits give low values; hit rate 0.18% among 330,000; AID 2690;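 active = superoxide response under a set limit, about three screen SD below normal, cut at about 65% in these data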;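 note: yeast aged for seven days with compound at 30 °C before DHE staining; 100% = average MFI of all compound-treated wells on the plate with controls excluded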
Starred values were filed as active, the others as inactive; ? = inconclusive; / = no result given; [ ] = dose if it differs, or a comment. An excerpt, so the mix of outcomes need not match the whole.

SMILES	MEP2 TOR yeast	proCasp7 act	proCasp3 act	JMJD2C inh	LAP4 TOR yeast	RPL19A TOR yeast	AHR activator	Yeast superoxide
O=C(NC(=O)c1c(F)cccc1F)Nc1cc(Cl)c(F)c(Cl)c1F	108	9	3	-5	/	102	0	117
COc1ccc2c(C)c(CC(=O)N3C[C@H]4C[C@@H](C3)c3cccc(=O)n3C4)c(=O)oc2c1C	104	10	-1	1	108	98	1	105
Cc1c(C)c2ccc(OCC(=O)N3C[C@H]4C[C@@H](C3)c3cccc(=O)n3C4)cc2oc1=O	98	3	4	0	101	98	0	113
O=C(COc1ccccc1)NCCc1cnc[nH]1	105	/	/	-1	89	108	/	93
O=c1[nH]c(=O)n(C2CCCCC2)c(O)c1/C=C/C=Nc1ccccc1	100	-7	-6	9	104	96	3	103
COCCOC(=O)c1c(N)n(Cc2ccc(OC)cc2)c2nc3ccccc3nc12	?	-2	-2	3	?	?	6	90
CCOP(=O)(Cc1cc(C#N)oc1C)OCC	104	2	1	-9	100	97	1	93
Cc1ccccc1NC(=O)NCCN1CC1	108	8	-4	7	93	102	4	108
O=C(c1ccc2c(c1)N(Cc1ccccc1)CCS2)N1CCC2(CC1)OCCO2	93	-11	4	2	82	85	9	97
Cc1ccc2c(c1)=C/C(=C\c1c(O)[nH]c(=O)[nH]c1=O)C(=O)N=2	109	-7	-3	68*	106	105	4	110
CC(C)Cc1[nH]c(=O)c(C#N)c2c1CCC2	104	0	8	5	102	99	0	93
C/C(=N\NC(=O)c1ccccc1)c1c(O)n(C2CCCCC2)c(=O)[nH]c1=O	99	-19	-12	7	102	98	2	99
O=c1[nH]c(O)c(C=Nc2ccc(Cl)c(C(F)(F)F)c2)c(=O)[nH]1	96	-14	-6	0	83	104	2	97
COC(=O)C1=C(c2ccc(F)cc2OCc2ccccc2)C[C@@H]2CC[C@H]1N2C(=O)NCCCc1ccccc1	89	0	5	-1	106	94	-1	90
COc1cccc(CNC(=O)CCC(=O)N2C[C@H]3C[C@H](C2)c2cccc(=O)n2C3)c1OC	110	-1	3	/	107	102	0	102
COC(=O)CC1(CC(=O)OC)C(=O)N(c2ccccc2)C(=O)N(c2ccccc2)C1=O	106	1	3	0	/	100	4	96
Oc1ccc(C[C@H]2NCCc3cc(O)c(O)cc32)cc1O	110	/	/	0	108	108	/	100
Cn1c(O)c(C=NCCOc2ccc(Cl)cc2)c(=O)n(C)c1=O	100	1	0	15	91	94	11	106
O=C(Nc1ccc(Cl)cc1)O/N=C(\c1ccccc1)c1ccccn1	101	5	7	14	93	99	1	90
O=C(C1CC(c2ccc(F)cc2)=NO1)N1CCC2(CC1)OCCO2 (stereo not given)	95	-1	2	-1	98	98	7	86
S=P(Nn1cnnc1)(c1ccc(Br)cc1)c1ccc(Br)cc1	104	-13	-7	0	108	100	-1	109
C#CCN1CCN(c2ccc(F)cc2)CC1	104	5	7	-1	96	99	-1	88
C[C@]12C=CC(=O)C=C1C=C[C@@H]1C2CC[C@]2(C)C(=O)CCC12 (stereo not given in full)	107	14	4	-12	94	108	-1	112
O=c1c2ccccc2nc(CN2CCOCC2)n1-c1ccccc1F	116	0	3	-2	97	98	0	98
Cc1cccc(CCNCc2cc3cccc(C)c3[nH]c2=O)c1	95	/	/	24	101	94	/	104

(continued)
SMILES	MEP2 TOR yeast	proCasp7 act	proCasp3 act	JMJD2C inh	LAP4 TOR yeast	RPL19A TOR yeast	AHR activator	Yeast superoxide
Cc1cc(N)n(C2CCN(C)CC2)n1	97	2	6	4	92	97	0	98
O=C(Cn1ncc2c3ccccc3n(Cc3cccc(Cl)c3)c2c1=O)N1CCC2(CC1)OCCO2	92	12	4	4	96	91	0	115
C/C(=N/OC(=O)N(C)C)c1ncc(C(F)(F)F)cc1N1CCOCC1	108	6	-6	37	102	98	1	101
Cc1cccnc1-n1c(-c2ccco2)nc2ccccc2c1=O	97	11	4	3	96	95	0	100
COC(=O)C1=C(c2cc3ccccc3o2)C[C@@H]2CC[C@H]1N2C	93	5	-1	0	105	93	4	100
O=[N+]([O-])c1ccc(N2CCCCCC2)c2ncccc12	94	-1	-6	1	101	99	1	77
O=[N+]([O-])O[C@H]1CO[C@H]2[C@@H]1OC[C@H]2O[N+](=O)[O-]	94	-1	13	/	106	101	-1	98
C=CCOC(=O)COc1cc(C)cc2oc(=O)c3c(c12)CCC3	102	3	12	-3	103	97	-1	102
COc1ccc(CN2CCN(C(=O)COc3ccc4ccccc4c3)CC2)c(OC)c1	104	2	-7	5	93	101	6	80
O=C1NC(=S)NC(=O)C1=Cc1ccc(OCC(=O)N2CCCC2)cc1	?	-26	-6	-9	?	57[may fluoresce violet]	6	114
O=c1[nH]c(O)c(C=NC2CCCCC2)c(=O)[nH]1	106	3	3	4	145	104	-1	102
CC1Oc2cc3c(-c4c(O)cc(O)c5c(O)c6c(cc45)OC(C)C(C)C6=O)c(O)cc(O)c3c(O)c2C(=O)C1C (stereo not given)	108	-7	-2	11	102	94	-2	88
Cn1cnc([N+](=O)[O-])c1Sc1ccc([N+](=O)[O-])cc1	95	-17	-6	-17	102	95	1	95
CCN1CCN(Cc2cc(Br)ccc2O)CC1	100	0	-9	3	88	99	4	102
CSC(=Nc1ccccc1)c1c(O)n(C)c(=O)n(C)c1=O	106	9	3	5	96	103	0	108
CCC(C)n1c(O)c(C=NC(C)c2ccccc2)c(=O)[nH]c1=S (stereo not given)	102	9	-11	-16	100	97	-1	113
O=C(/C=C/c1ccccc1)NC(=S)N1C[C@H]2C[C@H](C1)c1cccc(=O)n1C2	118	-14	-9	?	103	102	1	91
COc1cc(N2C(=O)CC(=O)NC2=O)cc(OC)c1OC	93	-11	-10	-10	83	92	-1	107
O=P(O)(Oc1ccccc1)OC(c1ccccc1)C(F)(F)F (stereo not given)	101	2	-6	0	95	98	1	116
CCOP(=S)(OCC)C(O)CCCCCn1c(=O)c(F)cn(C2CCCO2)c1=O (stereo not given)	96	8	5	10	80	90	5	99
CCOP(=O)(C#CC(C)(C)C)C1(O)CCCCC1 (stereo not given)	105	-2	-2	-2	98	103	-4	99
COC(=O)C1=C(c2ccc(OCc3ccccc3)cc2)C[C@@H]2CC[C@H]1N2C(=O)NCc1ccccc1	88	1	8	1	102	98	-2	87
Cc1cc(=O)oc2c(C)c(OCC(=O)N3CCN(Cc4ccccc4)CC3)ccc12	111	6	4	8	119	113	2	105
Cn1c(O)c(N=Nc2ccc(S(=O)(=O)N3CCOCC3)cc2)c(=O)n(C)c1=O	107	2	-1	2	93	102	0	98
CCCCn1c(O)c(C(C)=NCCc2c[nH]c3ccccc23)c(=O)[nH]c1=O	90	-6	8	-8	92	94	3	96

In another format: results already given.
mol: Cc1ccc2c(c1)=C/C(=C\c1c(O)[nH]c(=O)[nH]c1=O)C(=O)N=2
- MEP2 TOR yeast: 109
- proCasp7 act: -7
- proCasp3 act: -3
- JMJD2C inh: 68*
- LAP4 TOR yeast: 106
- RPL19A TOR yeast: 105
- AHR activator: 4
- Yeast superoxide: 110

mol: O=C(COc1ccccc1)NCCc1cnc[nH]1
- MEP2 TOR yeast: 105
- proCasp7 act: /
- proCasp3 act: /
- JMJD2C inh: -1
- LAP4 TOR yeast: 89
- RPL19A TOR yeast: 108
- AHR activator: /
- Yeast superoxide: 93

mol: COC(=O)C1=C(c2ccc(F)cc2OCc2ccccc2)C[C@@H]2CC[C@H]1N2C(=O)NCCCc1ccccc1
- MEP2 TOR yeast: 89
- proCasp7 act: 0
- proCasp3 act: 5
- JMJD2C inh: -1
- LAP4 TOR yeast: 106
- RPL19A TOR yeast: 94
- AHR activator: -1
- Yeast superoxide: 90

mol: C/C(=N/OC(=O)N(C)C)c1ncc(C(F)(F)F)cc1N1CCOCC1
- MEP2 TOR yeast: 108
- proCasp7 act: 6
- proCasp3 act: -6
- JMJD2C inh: 37
- LAP4 TOR yeast: 102
- RPL19A TOR yeast: 98
- AHR activator: 1
- Yeast superoxide: 101

Following part.
SMILES	MEP2 TOR yeast	proCasp7 act	proCasp3 act	JMJD2C inh	LAP4 TOR yeast	RPL19A TOR yeast	AHR activator	Yeast superoxide
COc1ccc(N2C(=O)/C(=C/c3ccc(N(C)C)o3)C(=O)NC2=S)cc1	101	-20	3	-1	87	99	1	90
COc1ccc(CC(=O)Nc2ccc3c(C(F)(F)F)cc(=O)oc3c2)cc1OC	96	0	-3	-4	95	100	0	85
C=CCn1c(O)c(C(C)=Nc2ccc(N(CC)CC)cc2)c(=O)[nH]c1=O	111	-18	-15	-5	110	104	11	99
COc1cccc(N2C(=O)NC(=O)/C(=C/c3ccc4c5c(cccc35)CC4)C2=O)c1	96	-8	-12	1	95	98	3	103
CN1CCN(C(=O)COc2ccc(-c3nc4ccccc4s3)cc2)CC1	100	7	13	0	98	96	-3	93
CC1(C)C(=O)C=C[C@]2(C)[C@H]3CC[C@@]4(C)[C@H](c5ccoc5)OC(=O)[C@H]5O[C@]54[C@]3(C)[C@H](O)C[C@@H]12	102	0	5	5	99	98	2	101
Cc1ccc(CC2C(=O)N(C)C(=O)N(C)C2=O)s1	116	-15	-8	15	113	101	1	148
CSc1ccc(C(=O)C2CCCN(C)C2)cc1 (stereo not given)	103	6	1	-24	91	103	5	87
Cc1nc2c(=O)n(C)c(=O)nc-2n(C)n1	103	-2	-9	92*	107	100	-17	114
CCN1CCN(Cc2ccc(C)cc2C)CC1	103	-9	-7	-10	95	97	5	104
CCOP(=O)(OCC)Oc1cc(C)c(N(C)C)c(C)c1	95	/	/	-5	90	102	/	101
C[C@]12CCC3C(CC[C@H]4C[C@@H](O)CC[C@]34C)C1C[C@@H](O)[C@H]2O (stereo not given in full)	90	5	9	3	104	94	-1	81
